FN deposition inh – fibronectin deposition inhibition; AH1F fibroblasts, Alexa488-fibronectin deposition fluorescence, overnight; inhibition, % at 12.6 µM; hit rate 0.086% among 350,000; AID 743247;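 active means mean inhibition across replicates of 30% or more, regardless of how many single replicates reach that level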;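 further: positive control wells lacked labelled fibronectin entirely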
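Assay system: AH1F fibroblasts assembling fluorescent fibronectin matrix; Amount: 10000 AH1F cells per well; Buffer or medium: DMEM, 2% serum; Probe or stimulus: Alexa488-fibronectin, 24 nM final in well; Doses: single compound dose, delivered by pin transfer; Incubation: 1 h adhesion, overnight exposure; Measured by: fluorescence 485/525 nm; Read-out: fibronectin deposition inhibition.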
PAX8 inh HTS – inhibitors of PAX8 transcriptional activity in RMG-I cells; AID 652154; hit rate 1.2% among 360,000; RMG-I TPO-luciferase reporter, SteadyGlo, 24 h; inhibition, % at 12.6 µM;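 active means mean replicate inhibition at least 60% with every replicate also reaching 60%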;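 further: luciferase light reporting Pax8 driven TPO promoter activity; plate controls were median of neutral control wells for no effect and mitoxantrone controls for full effect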
EWS-Fli inh – EWS/Fli transcriptional activity inhibition; A673 NR0B1-luciferase reporter, viability-normalised; AID 651661; hit rate 0.67% among 350,000; inhibition, % at 12.6 µM;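 active means mean inhibition of at least 50% after viability correction, with every replicate also passing that limit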;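 further: firefly luciferase signal divided by Alamar Blue viability fluorescence both relative to DMSO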
miR-122 sensor – inhibitors of miR-122 in Huh7 cells | activation (reporter increase), % at 12.5 µM | Huh7 miR-122 Renilla luciferase sensor, 48 h; neutral wells = 0, positive control = 100 | hit rate 0.3% among 340,000 | AID 602342;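 active means mean replicate activation score at least 90 and every replicate individually at or above 90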;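 further: higher luciferase means less miR-122 activity so hits act as miR-122 inhibitors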
PGC1a acetyl inh – lowers PGC1a acetylation signal in U2OS cells; AlphaScreen anti-acetyl-lysine; with virally co-expressed GCN5 acetyltransferase; inhibition, % at 15.6 µM; hit rate 0.17% among 350,000;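 active means every replicate shows inhibition of at least 40%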;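 further: 0% = neutral control wells and 100% = positive control wells; some results beyond the cut were filed as inactive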
Casp6 inh – inhibitors of human caspase-6; purified caspase-6, Z-VEID-R110 cleavage fluorescence; inhibition, % at 12.5 µM; hit rate 0.53% among 350,000; AID 686996;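 active means mean inhibition across replicates at least about 35%, with every replicate also reaching that limit, limit read from the data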;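 further: 0% = median of neutral control wells and 100% = no fluorescence left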
Target sequence (P55212 24-179 limits assumed): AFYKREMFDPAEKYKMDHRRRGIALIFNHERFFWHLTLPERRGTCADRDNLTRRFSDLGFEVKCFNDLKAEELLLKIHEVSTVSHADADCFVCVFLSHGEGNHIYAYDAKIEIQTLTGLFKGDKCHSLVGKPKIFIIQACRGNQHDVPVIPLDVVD
Target sequence (P55212 194-293 limits assumed): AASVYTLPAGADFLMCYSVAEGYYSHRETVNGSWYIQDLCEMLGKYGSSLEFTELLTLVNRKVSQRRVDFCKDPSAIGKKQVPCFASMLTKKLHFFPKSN
LGR2 antag – inhibitors of bursicon-induced Drosophila LGR2 receptor cAMP signaling; inhibition, % at 9.99 µM; hit rate 0.35% among 380,000; HEK293 LGR2, CRE-luciferase, bursicon-stimulated, 4 h;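 active means drop in luminescence signal, shown as inhibition above about 50% in the replicate tests, limit read from the data, passing the limit was not always enough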;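 further: agonist challenge used bursicon conditioned medium at about half maximal strength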
Cneo AK release – Cryptococcus neoformans lysis via adenylate kinase release; C. neoformans lysis, adenylate kinase release luminescence, 4 h; normalised: neutral wells 0, clomiphene wells 100; AID 651654; lysis activity, % at 15 µM; hit rate 0.2% among 360,000;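 active means mean lysis activity across replicates of at least 80%, whatever share of replicates individually reach that level; inactive means mean lysis activity below 80%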
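Signal: Adenylate kinase release luminescence | Assay system: Log-phase Cryptococcus neoformans yeast cells | Input: Cells at 5 × 10^6 per mL | Buffer or medium: Fresh YPD growth medium | Compound: Single dose | Schedule: Static 4 h at 37 °C with compound, 1 h detection | Controls: Clomiphene | Read-out: Luminescence rise reflecting yeast cell lysis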
* hit, by the source's call; [ ] = dose if it differs, or a comment.

`COc1ccc(OCCNC(=O)c2ccc3nc(C)c(N(C)Cc4ccc(NC(C)=O)cc4)n3c2)cc1` gave FN deposition inh 8, PAX8 inh HTS 7, EWS-Fli inh 3, miR-122 sensor 1, Casp6 inh -21, LGR2 antag -1 and Cneo AK release 1.
NC(=O)C1CC(=O)N(c2ccc(OCc3ccc(Cl)cc3Cl)cc2)C1 (stereo unspecified) was read as FN deposition inh -2, PAX8 inh HTS -15, EWS-Fli inh -43, miR-122 sensor -5, PGC1a acetyl inh -5, Casp6 inh -3, LGR2 antag -21 and Cneo AK release 1.
For COc1ccc(NC(=O)CSCC(=O)Nc2cccc3ncccc23)cc1 the results were FN deposition inh 1, PAX8 inh HTS -24, EWS-Fli inh -7, miR-122 sensor -1, PGC1a acetyl inh 12, Casp6 inh 0, LGR2 antag 11 and Cneo AK release 3.
COc1ccc(S(=O)(=O)Nc2ccc3c(c2)C(=O)N([C@@H](C)CO)C[C@H](C)[C@@H](CN(C)C(=O)Nc2ccccc2)OCCCC[C@@H](C)O3)cc1 was read as FN deposition inh 7, PAX8 inh HTS 13, EWS-Fli inh 0, miR-122 sensor 11[16.7 µM], PGC1a acetyl inh -20, LGR2 antag 4 and Cneo AK release 4.
Cc1cccc(NC(=O)CCN2CC(C)CC(C)C2)c1 (stereo unspecified) was read as FN deposition inh 7, PAX8 inh HTS 2, EWS-Fli inh 3, miR-122 sensor -3, Casp6 inh -5, LGR2 antag -2 and Cneo AK release 3.
For NC(=O)c1ccc(F)cc1 the results were EWS-Fli inh 18, PGC1a acetyl inh 5, Casp6 inh -2, LGR2 antag 14 and Cneo AK release 1.
For COc1cc(N)ccc1NC(=O)c1cc2ccccc2o1 the results were FN deposition inh 1, PAX8 inh HTS -150, EWS-Fli inh -81, miR-122 sensor 3, PGC1a acetyl inh 10, Casp6 inh 0, LGR2 antag -36 and Cneo AK release -2.
For COc1ccc(C(=O)NCc2ccncc2)cc1OC the results were FN deposition inh -7, PAX8 inh HTS 6, EWS-Fli inh -5, Casp6 inh 0 and LGR2 antag -29.
Screening O=C(C1=C(O)C(=O)N(Cc2ccco2)C1c1cccs1)c1cccs1 (stereo unspecified) returned FN deposition inh 1, PAX8 inh HTS -11, EWS-Fli inh 5, PGC1a acetyl inh 8, Casp6 inh 4 and LGR2 antag 4.
Screening CCn1c(SC)nnc1-c1ccc(S(=O)(=O)N2CCCCC2)cc1 returned FN deposition inh -13, miR-122 sensor -16, PGC1a acetyl inh 13 and LGR2 antag 11.
Screening O=P(OC1CCCCC1)(OC1CCCCC1)C(Nc1ccccc1)c1cccnc1 (stereo unspecified) returned FN deposition inh 1, PAX8 inh HTS 15, EWS-Fli inh 8, miR-122 sensor 0, PGC1a acetyl inh -7, Casp6 inh 4, LGR2 antag 20 and Cneo AK release -3.
Screening CCC(=O)N1CCN=C1SCc1c(F)cccc1Cl returned FN deposition inh -9, PAX8 inh HTS 2, EWS-Fli inh 4, miR-122 sensor -3, PGC1a acetyl inh 7, Casp6 inh -4, LGR2 antag -5 and Cneo AK release -1.
CCc1c2ccccc2nn1-c1ccccc1C(=O)C(C)=O was read as FN deposition inh 5, PAX8 inh HTS -14, EWS-Fli inh 6, miR-122 sensor 1, PGC1a acetyl inh -2, Casp6 inh -3, LGR2 antag -19 and Cneo AK release 0.
Screening CCOC(=O)c1cnc2c(Cl)c(Cl)ccc2c1N1CCN(C)CC1 returned FN deposition inh 6, miR-122 sensor 1, PGC1a acetyl inh -18 and Cneo AK release -2.
COc1ccc(CC(=O)N/N=C(\C)CC(=O)Nc2ccc(N(C)C)cc2)cc1 was read as FN deposition inh -2, PAX8 inh HTS 15, EWS-Fli inh 9, Casp6 inh -3, LGR2 antag -7 and Cneo AK release 3.
`Cc1cccc(N=C/C(C(=O)C(F)(F)F)=C(\O)c2ccco2)c1` gave FN deposition inh -2, PAX8 inh HTS -73, EWS-Fli inh -12, miR-122 sensor 22, PGC1a acetyl inh 5, Casp6 inh -1, LGR2 antag -58 and Cneo AK release -1.
For Cc1ccc(-c2cnc(C(O)c3cccc(C)c3C)[nH]2)cc1 (stereo unspecified) the results were FN deposition inh 2, PAX8 inh HTS 5, EWS-Fli inh -6, miR-122 sensor -2, PGC1a acetyl inh -7, Casp6 inh -1 and Cneo AK release 1.
For COc1ccc(CNC(=O)CCc2ccc(S(=O)(=O)N3CCCCCC3)cc2)cc1 the results were FN deposition inh 0, PAX8 inh HTS 9, EWS-Fli inh 7, miR-122 sensor 1, PGC1a acetyl inh 2, Casp6 inh 5, LGR2 antag -1 and Cneo AK release -1.
For COc1ccc(OCC(NS(=O)(=O)c2ccc(-n3cnnn3)cc2)C(C)C)cc1 (stereo unspecified) the results were FN deposition inh 7, PAX8 inh HTS -7, EWS-Fli inh -1, miR-122 sensor 16, PGC1a acetyl inh -6, Casp6 inh -6, LGR2 antag -21 and Cneo AK release -1.
`OCc1c(Cl)nc2ccccn12` gave FN deposition inh -1, PAX8 inh HTS -10, EWS-Fli inh 8, Casp6 inh 2 and LGR2 antag -34.

2 compounds picked at random from the list so far, as already listed:
`Cc1cccc(N=C/C(C(=O)C(F)(F)F)=C(\O)c2ccco2)c1` gave FN deposition inh -2, PAX8 inh HTS -73, EWS-Fli inh -12, miR-122 sensor 22, PGC1a acetyl inh 5, Casp6 inh -1, LGR2 antag -58 and Cneo AK release -1.
Screening CCOC(=O)c1cnc2c(Cl)c(Cl)ccc2c1N1CCN(C)CC1 returned FN deposition inh 6, miR-122 sensor 1, PGC1a acetyl inh -18 and Cneo AK release -2.

The listing continues:
Screening O=C(Nc1ccc(F)cc1)N1C[C@@H]2[C@H](c3ccccc31)[C@@H](CO)N2C(=O)c1ccncc1 returned FN deposition inh -1, PAX8 inh HTS -14, EWS-Fli inh -16, miR-122 sensor 0[16.7 µM], PGC1a acetyl inh -4, Casp6 inh -2, LGR2 antag 5 and Cneo AK release 0.
COc1cccc(NC(=O)C2CCN(S(=O)(=O)c3ccc4c(c3)N(C(C)=O)CCO4)CC2)c1 was read as FN deposition inh -6, PAX8 inh HTS -7, miR-122 sensor 4, PGC1a acetyl inh -2, Casp6 inh 0, LGR2 antag -5 and Cneo AK release 0.
Screening CCOc1ccccc1N1CCN(Cc2ccco2)CC1 returned EWS-Fli inh 4, miR-122 sensor 5, PGC1a acetyl inh -3, Casp6 inh 0, LGR2 antag 2 and Cneo AK release 7.
For COc1ccc(C(=O)NNC(=O)Cn2nc(C)cc2C)cc1S(=O)(=O)N1CCOCC1 the results were FN deposition inh 10, PAX8 inh HTS -4, EWS-Fli inh 2, miR-122 sensor -1, PGC1a acetyl inh 4, Casp6 inh -2, LGR2 antag 10 and Cneo AK release 1.
C[C@@H](O)C#Cc1cnc2c(c1)C(=O)N([C@@H](C)CO)C[C@H](C)[C@H](CN(C)C(=O)Cc1ccccn1)O2 was read as FN deposition inh -9, EWS-Fli inh -5, miR-122 sensor -2[16.7 µM], PGC1a acetyl inh -2, Casp6 inh -3, LGR2 antag 5 and Cneo AK release 3.
`CCCCn1c(O)c(N=NC(=O)Cn2c(C(F)(F)F)nc3ccccc32)c2ccccc21` gave FN deposition inh 0, PAX8 inh HTS 125*, EWS-Fli inh 16, miR-122 sensor 13, Casp6 inh 2, LGR2 antag -3 and Cneo AK release 0.
`O=C(C[C@H]1CC[C@H](NC(=O)c2cccc(F)c2)[C@@H](CO)O1)NCc1ccccc1` gave FN deposition inh 2, PAX8 inh HTS -3, EWS-Fli inh -4, PGC1a acetyl inh 2, Casp6 inh 0, LGR2 antag 8 and Cneo AK release 0.
For C[C@@H]1CCCCO[C@H](CN(C)C(=O)NC2CCCCC2)[C@H](C)CN([C@@H](C)CO)C(=O)c2cc(NC(=O)NC3CCCCC3)ccc2O1 the results were FN deposition inh -15, PAX8 inh HTS 20, EWS-Fli inh -12, miR-122 sensor 0[16.7 µM], PGC1a acetyl inh -13, Casp6 inh 0, LGR2 antag 12 and Cneo AK release -1.
Screening CSc1nnc2c3c4c(sc3nc(-n3nc(C)cc3C)n12)COC(C)(C)C4 returned miR-122 sensor -1, PGC1a acetyl inh -6, LGR2 antag -9 and Cneo AK release 0.
`C[C@@H]1CCCCO[C@@H](CN(C)C(=O)Nc2ccc(F)cc2)[C@H](C)CN([C@@H](C)CO)C(=O)c2cc(NC(=O)Nc3cccc4ccccc34)ccc2O1` gave FN deposition inh -5, PAX8 inh HTS -10, EWS-Fli inh -8, miR-122 sensor -2[16.7 µM], PGC1a acetyl inh -10, Casp6 inh -1, LGR2 antag 8 and Cneo AK release 0.
`C[C@H]1CCCCO[C@H](CN(C)Cc2ccc3c(c2)OCO3)[C@@H](C)CN([C@@H](C)CO)C(=O)c2cc(NC(=O)Nc3ccc(C(F)(F)F)cc3)ccc2O1` gave FN deposition inh -2, PAX8 inh HTS 67*, EWS-Fli inh 75*, miR-122 sensor -24[16.7 µM], PGC1a acetyl inh 79*, Casp6 inh 0, LGR2 antag -7 and Cneo AK release 3.
Screening Cc1ccc(NC(=O)CN(C)C(=O)CSc2n[nH]c(N)n2)cc1 returned FN deposition inh 0, miR-122 sensor 1, PGC1a acetyl inh -2, LGR2 antag 32 and Cneo AK release 6.
For COc1ccc(S(=O)(=O)N2CCOCC2)cc1NC(=O)CN1CCCc2ccccc21 the results were FN deposition inh 1, PAX8 inh HTS 16, EWS-Fli inh 15, PGC1a acetyl inh 11, Casp6 inh 0, LGR2 antag -15 and Cneo AK release 0.
Screening CC(Oc1cc2oc(=O)c3c(c2cc1Cl)CCC3)C(=O)NCCCn1ccnc1 (stereo unspecified) returned FN deposition inh 13, PAX8 inh HTS -4, miR-122 sensor 0, PGC1a acetyl inh -9, Casp6 inh -9, LGR2 antag 2 and Cneo AK release -7.
`COc1cc(OC)c2c(C)c(Cl)c(=O)oc2c1` gave FN deposition inh 4, PAX8 inh HTS -8, miR-122 sensor -4, PGC1a acetyl inh -18 and Cneo AK release -3.
For Cc1cccc(CSc2nnc(Cn3c(=O)sc4ccccc43)n2C)c1 the results were FN deposition inh 3, PAX8 inh HTS 10, EWS-Fli inh -3, miR-122 sensor 1, PGC1a acetyl inh -2, Casp6 inh 1, LGR2 antag 2 and Cneo AK release -1.
CCc1nc(SCC(=O)Nc2nnc(C(C)C)s2)n[nH]1 was read as FN deposition inh -8, PAX8 inh HTS -22, EWS-Fli inh -18, miR-122 sensor -10, PGC1a acetyl inh 4, Casp6 inh -2, LGR2 antag -21 and Cneo AK release 1.
O=C(Cn1c(=O)n(Cc2ccc(F)cc2)c(=O)c2ccccc21)NCC1CCCO1 (stereo unspecified) was read as FN deposition inh -1, PAX8 inh HTS 13, EWS-Fli inh 3, miR-122 sensor -3, PGC1a acetyl inh 1, Casp6 inh -6, LGR2 antag 2 and Cneo AK release 38.
`CN(Cc1ccc(N(C)C)cc1)C(=O)c1cc2ccccc2o1` gave FN deposition inh 23, PAX8 inh HTS -5, EWS-Fli inh 6, miR-122 sensor -4, Casp6 inh -2, LGR2 antag -17 and Cneo AK release -1.
Screening CCOC(=O)C1=C(COC(=O)CNS(=O)(=O)c2c(F)cc(F)cc2Br)NC(=O)NC1C (stereo unspecified) returned FN deposition inh -7, PAX8 inh HTS -1, EWS-Fli inh -3, Casp6 inh 6, LGR2 antag 15 and Cneo AK release -3.
COc1ccc(Cl)cc1NC(=O)[C@@]1(CC(=O)O)CC(/C=C/c2ccccc2)=NO1 was read as FN deposition inh 9, PAX8 inh HTS 14, EWS-Fli inh 3, PGC1a acetyl inh 3, Casp6 inh 0, LGR2 antag -1 and Cneo AK release 0.
Cc1ccc(S(=O)(=O)N2CCN(Cc3csc(C)n3)CC2)cc1 was read as PAX8 inh HTS 1, PGC1a acetyl inh 1, Casp6 inh -1, LGR2 antag -6 and Cneo AK release -1.

Source: PubChem
